Source: PubChem
MT1-MMP act inh = MT1-MMP (human) activation inhibition | P50281 | HT1080 RFP-PRO-GFP cells, GFP/RFP ratio fluorescence, overnight; percent of plate control window, DMSO zero | GFP/RFP ratio change, % at 20 µM | 360,000 tested, 0.061% active;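 active = GFP/RFP ratio change of at least 30% with cell ATP level not reduced by more than half and red fluorescence within 50% of control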; note: strong numbers were not always called active
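system = RFP-PRO-GFP reporter HT1080 cells | dosing = 20 µM single dose, 1% DMSO | timing = overnight cell settling, then overnight compound exposure, 37 °C, 5% CO2 | read-out basis = GFP/RFP fluorescence ratio | controls = DMSO and RFP-L50D-GFP cell wells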
LMPTP block = LMPTP (human) inhibition; inhibition, % at 20 µM; recombinant LMPTP-A, OMFP fluorogenic substrate, fluorescence intensity; 360,000 tested, 0.22% active; AID 651560;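 active = compounds that cut the enzyme signal by at least half of the control window in the single-dose screen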;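 note: plate controls were DMSO wells with enzyme plus substrate for no effect and substrate without enzyme for full effect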
Target sequence (P24666 whole entry, looked up): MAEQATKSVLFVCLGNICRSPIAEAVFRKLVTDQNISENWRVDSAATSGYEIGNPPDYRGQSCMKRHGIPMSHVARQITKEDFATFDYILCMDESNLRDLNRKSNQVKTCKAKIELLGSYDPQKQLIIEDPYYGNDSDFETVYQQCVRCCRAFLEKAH
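test system = LMPTP-A | amount = 0.625 nM LMPTP-A final | reagent = fluorogenic phosphatase substrate OMFP at 400 µM final | incubation = 50 min at room temperature | benchmarks = no-enzyme low control, uninhibited high control | medium = Bis-Tris pH 6.0, DTT, detergent | signal = fluorescence intensity of OMFP turnover product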
SKN-1 inh = C. elegans SKN-1 inhibition; C. elegans VP596 Pgst-4::GFP/RFP ratio, acrylamide-induced, 24 h; AID 624304; inhibition, % at 21.8 µM; 360,000 tested, 0.49% active;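 active = interference check ratio from 0.5 to 1.5 plus GFP to RFP signal ratio inhibition reaching or exceeding a fixed threshold, cut at about 30% in these data, passing the limit was not always enough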; note: some compounds called inactive have numbers as strong as hits
STEP inh = inhibitors of human striatal-enriched phosphatase STEP; inhibition, % at 20 µM; 360,000 tested, 0.25% active; P54829; recombinant STEP, OMFP fluorogenic substrate, fluorescence;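 active = inhibition at 20 µM, scaled per plate between control wells, above about 37%, limit read from the data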;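 note: 0% = DMSO with enzyme and substrate and 100% = substrate only without enzyme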
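Test system: STEP tyrosine phosphatase / Reagent: OMFP at 25 µM / Doses: 20 µM, 1% DMSO / Read-out: percent inhibition scaled to no-enzyme and uninhibited-enzyme controls, plate-pattern corrected / Detection: FITC-channel fluorescence of OMFP product / Medium: Bis-Tris buffer pH 6.0, 2.5 mM DTT, 0.005% Tween 20 / Schedule: 20 min at room temperature, dark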
Rpn11 block = Rpn11 (human) deubiquitinase inhibition | 360,000 tested, 0.59% active | AID 588493 | O00487 | human 26S proteasome, Ub4-pepOG fluorescence polarization; 20S core pre-blocked with epoxomicin | calls only at 20 µM;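 active = inhibition at 20 µM, scaled to each plate's controls, above about 33%, limit read from the data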
Target sequence (O00487 whole entry, looked up): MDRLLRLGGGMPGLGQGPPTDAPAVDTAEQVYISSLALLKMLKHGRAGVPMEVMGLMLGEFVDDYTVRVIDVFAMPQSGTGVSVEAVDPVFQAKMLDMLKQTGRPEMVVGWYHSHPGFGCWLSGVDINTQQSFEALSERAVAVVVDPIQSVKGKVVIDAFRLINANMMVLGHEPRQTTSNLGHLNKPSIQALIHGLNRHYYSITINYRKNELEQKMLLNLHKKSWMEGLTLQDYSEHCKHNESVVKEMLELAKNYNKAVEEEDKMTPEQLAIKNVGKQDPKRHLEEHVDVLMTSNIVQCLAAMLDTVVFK
SUMO1-SIM PPI = SUMO1-SIM interaction modulation | inhibition, % at 20 µM | AID 602429 | SUMO1 binding to a labelled peptide, TR-FRET, 1 h | P63165 | 360,000 tested, 0.33% active; in the data active = inhibition above about 37%
Target sequence (P63165 whole entry, looked up): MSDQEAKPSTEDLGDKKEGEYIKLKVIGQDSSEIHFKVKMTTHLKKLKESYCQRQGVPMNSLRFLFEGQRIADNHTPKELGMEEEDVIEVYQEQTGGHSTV
NadD block = inhibitors of Staphylococcus aureus NadD. purified NadD enzyme, colorimetric absorbance read-out. inhibition, % at 20 µM. 360,000 tested, 0.78% active; in the data active = inhibition above about 26%; note: some compounds past the cut are filed as inactive
CendR NRP1 mod = modulators of CendR peptide binding to human neuropilin-1; O14786; FAM-RPARPAR peptide binding to NRP-1, fluorescence polarization; inhibition, % at 25 µM; 360,000 tested, 0.85% active; AID 602438;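 active = inhibition or corrected inhibition above about 18%, plus a signal ratio from 0.5 to 1.5, limit read from the data, passing the limit was not always enough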; note: strong numbers were not always called active
Scp1 inh = inhibitors of human Scp-1 phosphatase; Recombinant Scp1, phosphopeptide, malachite green phosphate absorbance; inhibition, % at 20 µM; 340,000 tested, 0.88% active;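 active = inhibition above about 50% at 20 µM, limit read from the data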;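 note: plate controls were DMSO wells with enzyme for no effect and wells lacking enzyme for full effect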
Target sequence (Q9GZU7 76-261 limits assumed): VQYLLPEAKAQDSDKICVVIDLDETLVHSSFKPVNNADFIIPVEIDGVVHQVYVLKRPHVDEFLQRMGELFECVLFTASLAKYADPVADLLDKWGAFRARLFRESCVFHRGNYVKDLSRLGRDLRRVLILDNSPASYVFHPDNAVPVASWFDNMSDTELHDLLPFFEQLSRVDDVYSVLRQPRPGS
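Test system – truncated SCP-1 phosphatase (76-261aa) · Reagent – Phosphorylated 17-residue peptide substrate · Incubation – 45 min room-temperature reaction, 5 min colour, 30 min stabiliser · Detection – colorimetric phosphate reagent with accelerator and stabiliser, absorbance at 630 nm · Measure – % inhibition at 20 µM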
DNMT1 inh = DNMT1 (human) enzyme inhibition; P26358; DNMT1 molecular beacon, Hinp1I cleavage, fluorescence; inhibition (reported as % activation of signal), % at 10 µM; 360,000 tested, 0.83% active; AID 588458; in the data active = inhibition above about 50%
Active calls of the source: *; i = inactive; · = not tested or not shown; + = active, no number; & = joins results of further samples.

Under each structure – DNMT1 inh, SKN-1 inh, STEP inh, Scp1 inh, SUMO1-SIM PPI, NadD block, MT1-MMP act inh, Rpn11 block, CendR NRP1 mod, LMPTP block
COc1ccc(N2CCN(C(=O)c3cccc(NC4=NC5CS(=O)(=O)CC5S4)c3)CC2)cc1 (stereo not drawn)
 : 3, -1, 3, -9, 1, 9, 12, i, -2, -2.1
CCC(CC)c1nnc(NC(=O)CS(=O)(=O)c2ccc(C)cc2)s1
 : -2, 6, 11, -4, 3, 0, -1, i, 2, -0.5
Cn1c(=O)c2c(nc(N/N=C/c3ccc(OC(=O)c4ccco4)cc3)n2Cc2ccc(F)cc2)n(C)c1=O
 : -7, 5, 3, -2, 2, 15, 11, i, 13, 1.3
Cc1nc(N2CCN(Cc3ccccc3)CC2)c(C#N)c2c1COC(C)(C)C2
 : -1, -1, -2, -13, -6, 0, 0, i, 14, 0.5
O=[N+]([O-])c1cc2c(cc1Br)CCN2
 : -1, 0, 2, -2, -19, -4, 4, i, -8, 0.4
COc1ccc(OC)c(C=NN=Cc2cc(OC)ccc2OC)c1
 : 0, 15, -1, ·, -3, -2, -6, i, -2, -1.6
O=C1/C(=C/c2cccs2)SC(=S)N1c1cccc(O)c1
 : -7, 14, 2, -13, -31, -9, 4, i, -1, 1.7
CCOC(=O)N1CCC(NC(=O)c2cc(C(=O)Nc3ccc(S(=O)(=O)N4CCCCC4)cc3)ccc2CO)CC1
 : 32, 2, -2, 26, -2, 7, 6, i, 7, 1.8
CCCOc1cc(C)c(S(=O)(=O)NCc2cccs2)cc1C
 : -4, 44*, 2, -5, 4, -6, 2, i, -2, 3.6
Nc1[nH]c(C(=O)c2ccccc2)c(-c2ccc(Cl)cc2)c1C(=O)NCc1ccccc1
 : ·, -11, ·, ·, -5, 9, 2, ·, -9, -1.6
Cc1ccccc1NC(=O)NNC(=O)COc1ccc2ccccc2c1
 : 2, -13, 15, 48, 6, 0, -1, i, 12, 8.2
COC(=O)c1ccc(N2C(c3ccsc3)=Cc3cc4c(cc3C2CC(=O)c2ccco2)OCO4)cc1 (stereo not drawn)
 : ·, 18, ·, ·, -13, 31*, -9, ·, 1, 0.3
Cc1ccccc1C(=O)Nc1ccccc1C(=O)NCc1ccccc1
 : -3, -3, -1, -9, 2, -3, 2, i, -8, -1.5
CC(C)OC(=O)c1cc(C(=O)c2cc(Br)ccc2O)coc1=N
 : -6, -8, 8, -1, 3, 15, -5, i, -15, -0.1
CCCCn1c(N)c(N(CCOC)C(=O)c2c(C)noc2C)c(=O)[nH]c1=O
 : 3, 8, -2, -4, 3, -2, 1, i, -7, -2.3
c1nc2ccc(Cc3ccc4nc[nH]c4c3)cc2[nH]1
 : 2, 3, 1, -4, -4, -2, -5, i, -10, 1.0
O=C(OCC(=O)N1CCN(c2ccccc2)CC1)c1ccncc1
 : -1, -1, -2, -5, -2, 0, -1, i, 2, -0.9
COC(=O)c1ccc(NC(=O)C23CC4CC(C2)CC(n2cncn2)(C4)C3)cc1
 : -3, 5, -2, -2, -2, 4, 4, i, -3, -1.0
Cc1ccccc1NC(=S)NCc1ccccc1
 : 1, 18, -3, -15, -5, -5, 1, i, 15, -0.4
COc1ccc(CCn2c(N3CCN(Cc4ccccc4)CC3)nc3c2c(=O)[nH]c(=O)n3C)cc1
 : 3, -12, 2, -2, 1, 4, -8, i, 10, -0.3

Laid out differently: results already given
> COC(=O)c1ccc(NC(=O)C23CC4CC(C2)CC(n2cncn2)(C4)C3)cc1
  DNMT1 inh: -3
  SKN-1 inh: 5
  STEP inh: -2
  Scp1 inh: -2
  SUMO1-SIM PPI: -2
  NadD block: 4
  MT1-MMP act inh: 4
  Rpn11 block: i
  CendR NRP1 mod: -3
  LMPTP block: -1.0
> Cc1ccccc1NC(=S)NCc1ccccc1
  DNMT1 inh: 1
  SKN-1 inh: 18
  STEP inh: -3
  Scp1 inh: -15
  SUMO1-SIM PPI: -5
  NadD block: -5
  MT1-MMP act inh: 1
  Rpn11 block: i
  CendR NRP1 mod: 15
  LMPTP block: -0.4

Additional structures follow.
Under each structure – DNMT1 inh, SKN-1 inh, STEP inh, Scp1 inh, SUMO1-SIM PPI, NadD block, MT1-MMP act inh, Rpn11 block, CendR NRP1 mod, LMPTP block
COc1ccc(-c2nc(C#N)c(NCCc3ccccc3)o2)cc1
 : -1, -3, 0, -19, 0, -6, 2, i, 10, 0.5
CN1/C(=C\C=N\NC(=O)c2ccc(O)cc2)C(C)(C)c2ccccc21
 : -13, 77, -2, -14, -12, 10, 59*, +, -84, -0.6
O=C(c1cc2ccccc2oc1=O)N1CCCN(C(=O)c2cc3ccccc3oc2=O)CC1
 : 6, 2, 1, -16, -3, 0, -2, i, 0, -1.9
C/C(=N\Nc1nncc2ccccc12)c1ccc(O)cc1
 : -1, -13, 0, -1, -4, 1, 5, i, 9, 1.3
Cc1cc(C)c2c(c1)/C(=N\N=c1\sc3ccccc3n1C)C(=O)N2
 : 25, -4, 2, -1, -1, 27, -6, i, -38, 8.2
CCOc1ccccc1-c1nc(-c2ccncc2)no1
 : 10, 22, -2, 1, 2, -7, -4, i, 4, -0.2
Cc1nn(CC(=O)Nc2ccc(Cl)cn2)c(C)c1[N+](=O)[O-]
 : 2, -21, 1, 0, 1, -11, 2, i, -3, -1.9
Cc1ccc(S(=O)(=O)N2CCN(C(=O)c3cc4c(C)nn(-c5ccccc5)c4s3)CC2)cc1
 : -7, 8, 1, -4, 2, 13, -10, i, -4, 3.8
O=C(c1ccc(N2C(=O)C3CC=C(Cl)CC3C2=O)cc1)N1CCCCC1 (stereo not drawn)
 : 0, 3, 2, 1, 0, 6, -4, i, 4, -0.8
CCN(CC)S(=O)(=O)c1ccc(Cl)c(C(=O)NCc2ccco2)c1
 : -2, -3, -1, -1, -4, 1, 2, i, -4, 0.1
CCCCOc1cccc(C(=O)Nc2ccc(S(=O)(=O)Nc3nnc(CC)s3)cc2)c1
 : -2, 0, 1, -9, 4, 10, 5, i, 11, 0.8
O=C(Nc1ccc(Cl)cc1)N1CCSCC1
 : 1, -2, -4, 1, -3, -4, 4, i, 6, -0.5
CS(=O)(=O)c1ccc(Cl)c(NC(=O)COC(=O)Cc2c[nH]c3ccccc23)c1
 : -1, -5, 2, -9, 1, -4, 0, i, 8, 0.1
CC(C)C(=O)N1CCN(c2ccccc2NC(=S)NC(=O)c2cccs2)CC1
 : -5, 8, 3, 12, 1, 5, -11, i, -3, 2.8
COc1ccc(C(=O)N/C(=C\c2cccs2)c2nc3ccccc3[nH]2)cc1OC
 : -1, 21, 2, 0, -11, 14, -3, i, -3, 1.5
Cc1ccc(NC(=S)N(CCN2CCOCC2)Cc2cc3cc4c(cc3[nH]c2=O)OCO4)cc1
 : -4, 7, 1, -5, 10, 5, 3, i, 1, -0.6
CN1[C@@H]2CC(OC(=O)[C@H](CO)c3ccccc3)C[C@H]1[C@@H]1O[C@@H]12 (stereo partly drawn)
 : -1&0&0&0, 1&-4&8&-10, 0&1&-2&-2, -4&4&-9&-14, 4&4&-5&1, 2&-2&4&5, 0&-3&3&-2, i, 14&-6&-12&4, -0.9&-0.1&0.0&-2.5
CCN(CC(=O)Nc1cc(Cl)ccc1C)C(=O)COc1cccc2c1OC(C)(C)C2
 : 0, 6, -2, -5, 4, -5, 0, i, 7, -0.5
COc1ccc(Cc2nnc(SCC(=O)Nc3c(C)cccc3C)[nH]c2=O)cc1
 : -4, 0, 0, 4, 6, -5, -3, i, -4, 0.6
Cc1cc(N)n2ncc(-c3ccccc3)c2n1
 : 2, -9, 0, 0, -4, 2, -3, i, 4, 3.4
Cc1cccc(C(=O)Nc2nnc(C3=COCCO3)o2)c1
 : 3, -1, 1, -4, -6, 5, 4, i, -26, -0.5
CC(c1nnc(SCC(=O)Nc2sccc2C#N)n1-c1ccc(Cl)cc1)N(C)C (stereo not drawn)
 : -2, 14, -1, -3, -4, -1, -6, i, -9, 0.6
Cc1ccc(N2C(=O)C3C(C2=O)C2C=CC3C23CC3)cc1 (stereo not drawn)
 : 0, -19, 1, -4, -2, -1, 2, i, -10, -1.4
Cc1ccc2nc(Cl)c(C3CC(c4ccco4)=NN3S(C)(=O)=O)cc2c1 (stereo not drawn)
 : -6, -1, 0, -15, -12, 0, -3, i, -8, -0.9
CN(Cc1ccccc1)C(=O)c1ccc(NC(=O)Cc2ccc(NC(=O)C3CCCN(S(=O)(=O)c4cccc([N+](=O)[O-])c4)C3)cc2)cc1 (stereo not drawn)
 : -6, 6, 5, -17, -7, 20, 0, i, 8, 1.0
Cc1cc(/C=N/NC(=O)c2ccc(O)cc2)c(C)n1CC(C)C
 : -5, -18, -2, -14, -6, 1, -1, i, 1, 0.2

Structures listed so far that have a thiophene ring, fused or not (7):
Under each structure – DNMT1 inh, SKN-1 inh, STEP inh, Scp1 inh, SUMO1-SIM PPI, NadD block, MT1-MMP act inh, Rpn11 block, CendR NRP1 mod, LMPTP block
O=C1/C(=C/c2cccs2)SC(=S)N1c1cccc(O)c1
 : -7, 14, 2, -13, -31, -9, 4, i, -1, 1.7
CCCOc1cc(C)c(S(=O)(=O)NCc2cccs2)cc1C
 : -4, 44*, 2, -5, 4, -6, 2, i, -2, 3.6
COC(=O)c1ccc(N2C(c3ccsc3)=Cc3cc4c(cc3C2CC(=O)c2ccco2)OCO4)cc1 (stereo not drawn)
 : ·, 18, ·, ·, -13, 31*, -9, ·, 1, 0.3
Cc1ccc(S(=O)(=O)N2CCN(C(=O)c3cc4c(C)nn(-c5ccccc5)c4s3)CC2)cc1
 : -7, 8, 1, -4, 2, 13, -10, i, -4, 3.8
CC(C)C(=O)N1CCN(c2ccccc2NC(=S)NC(=O)c2cccs2)CC1
 : -5, 8, 3, 12, 1, 5, -11, i, -3, 2.8
COc1ccc(C(=O)N/C(=C\c2cccs2)c2nc3ccccc3[nH]2)cc1OC
 : -1, 21, 2, 0, -11, 14, -3, i, -3, 1.5
CC(c1nnc(SCC(=O)Nc2sccc2C#N)n1-c1ccc(Cl)cc1)N(C)C (stereo not drawn)
 : -2, 14, -1, -3, -4, -1, -6, i, -9, 0.6
